Screening data from PubChem.
CBFb-RUNX1 inh = CBF-beta/RUNX1 interaction disruption; AlphaScreen CBFb-His/RUNX1-biotin binding, biochemical; Q01196+Q13951; 230,000 tested, under 10 active; Potency, µM (doses to about 59.8 µM), for the others: at the highest dose activity, negative = inhibition, usual class: inhibitors; further: % of control where 0% means no effect
Target sequence (Q01196 whole entry, looked up): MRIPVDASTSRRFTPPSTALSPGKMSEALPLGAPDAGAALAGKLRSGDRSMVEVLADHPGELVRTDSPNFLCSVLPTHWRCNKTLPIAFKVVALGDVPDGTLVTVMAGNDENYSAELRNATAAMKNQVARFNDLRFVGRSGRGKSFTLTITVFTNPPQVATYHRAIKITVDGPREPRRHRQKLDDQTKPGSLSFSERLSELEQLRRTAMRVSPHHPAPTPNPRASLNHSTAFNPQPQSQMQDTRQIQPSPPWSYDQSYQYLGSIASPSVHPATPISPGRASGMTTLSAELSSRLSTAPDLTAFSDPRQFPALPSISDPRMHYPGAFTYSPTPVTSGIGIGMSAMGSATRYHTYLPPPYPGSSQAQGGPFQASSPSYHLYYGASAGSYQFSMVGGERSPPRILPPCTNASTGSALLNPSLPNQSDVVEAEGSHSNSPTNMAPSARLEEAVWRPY
Target sequence (Q13951 whole entry, looked up): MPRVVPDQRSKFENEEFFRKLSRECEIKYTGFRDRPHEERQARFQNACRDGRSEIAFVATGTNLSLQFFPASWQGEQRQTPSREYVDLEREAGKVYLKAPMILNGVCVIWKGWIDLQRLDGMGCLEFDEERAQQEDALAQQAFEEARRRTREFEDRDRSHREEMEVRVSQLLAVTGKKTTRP
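CBFb-His/RUNX1-biotin, 30 nM each, preincubated 20 min RT; compound 15 min RT; Ni + streptavidin beads 50 ng each, 90 min RT; AlphaScreen read.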
Luc counter = blocks Kinase-Glo luciferase, a counter-screen artifact. Kinase-Glo luciferase, ATP luminescence, 8 min. Potency, µM (titrated, usually from 38.3 µM), for the others: at the highest dose activity change, negative = inhibition, most hits filed as inhibitors. actives 0.28% (n = 200,000); further: potency means the concentration at half of the fitted maximal effect; on the % scale 0 is the no-effect control and ±100 the full control effect; nearly all actives have a fitted effect of over 60% in size
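Compound is pinned into ATP-containing buffer (10 uM ATP, imidazole pH 7.2, 7 mM MgCl2). Kinase-Glo luciferase reagent is then added. Light output is recorded following an 8-min room-temperature incubation.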
SMN2 splice enh = enhancers of SMN2 splice variant expression. actives 2.8% (n = 210,000). HEK293 SMN2-luciferase splicing reporter, luminescence, 30-36 h. Potency, µM (titrated, usually from 46.1 µM), without a hit: at the top dose activity change, positive = activation, usual class: activators; further: potency means the concentration at half of the fitted maximal effect; % of control where 0% means no effect; nearly all actives have a fitted effect of over 55% in size
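qHTS luciferase splicing reporter: luminescence rises when SMN2 exon 7 is included in transfected HEK293 cells. Compound exposure lasted 30-36 h at 37C, with 4.5 mM final sodium butyrate as control, followed by a ONE-Glo read.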
LMNA splice mod = modulators of lamin A splicing; HeLa LMNA splicing GFP/RFP minigene ratio, 48 h; Potency, µM (series often up to 46.1 µM), for inactives: at the highest dose ratio change, negative = inhibition, hits mostly inhibitors; actives 0.01% (n = 200,000); AID 1487; active means well fitted inhibition curve with a large enough effect in the signal ratio, with a control signal flat, not every such curve was filed as active; inconclusive means small, poorly fitted or top-dose-only effect, or effect the other way, or a change in a side signal; the % refers to the signal ratio; further: potency means the concentration at half of the fitted maximal effect; on the % scale 0 is the no-effect control and ±100 the full control effect
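S3 HeLa cells stably expressing lamin A-EGFP splicing minigene plus DsRed2, 600 cells/well, 48 h compound exposure at 37C. Laser-scanning cytometry; analysed as GFP (500-530 nm)/RFP (575-640 nm) total intensity ratio; 0.5% DMSO vehicle.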
HTT cytoprotect = cytoprotection in Huntington HTT-Q103 PC12 cell model; actives 0.14% (n = 230,000); Potency, µM (top dose mostly 56.4 µM), inactives show cytoprotection (ATP increase), hits mostly activators; PC12 HTT-Q103 induced, cytoprotection, ATP luminescence, 40 h;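 further: potency means the concentration at half of the fitted maximal effect; % of control where 0% means no effect; nearly all actives have a fitted effect of over 45% in size; toxic huntingtin expression switched on by the ecdysone agonist tebufenozide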
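Rat PC12, Q103 Htt exon1-GFP fusion, ecdysone promoter; tebufenozide inducer 100 nM final; compound titration; qHTS, 1500 cells/well; ATPlite luminescent read.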
IMPase Li inh = membrane-permeable IMPase blocker, potentiated with lithium; CHO-M1 cells, IP1 TR-FRET (IP-One), carbachol + lithium; Potency, µM (doses to about 59.4 µM), for inactives: at the top dose activity, negative = IMPase inhibition, usual class: inhibitors; actives 0.35% (n = 210,000); AID 1457;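 further: IP1 builds up when IMPase is blocked and the TR-FRET signal falls; potency means the concentration at half of the fitted maximal effect; plate controls were basal vehicle for no effect and high inhibitor control for full effect; nearly all actives have a fitted effect of over 50% in size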
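CHO-M1, 2000 cells/well, 16–30 h culture; cpd + low Li+, 30 min 37C; lysis with d2-IP1/Eu-anti-IP1 Ab, 10 min RT; TR-FRET 665/620 ratio and 620 channel; AC50 via Hill.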
HTT aggregate = reduces HttQ103-GFP aggregates in PC12 cells; PC12 HttQ103-GFP aggregates, Acumen cytometry, 40 h; Potency, µM (doses to about 46.1 µM), for inactives: at the highest dose activity change, negative = inhibition, usual class: inhibitors; AID 1688; actives 1.1% (n = 220,000); further: potency means the concentration at half of the fitted maximal effect; on the % scale 0 is the no-effect control and ±100 the full control effect; nearly all actives have a fitted effect of over 60% in size
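Quantitative HTS on tebufenozide-induced (100 nM) PC12 cells stably expressing polyQ103 Huntingtin exon 1–GFP. Reduction of bright GFP aggregates, detected by laser scanning cytometry after lysis, identified actives across the titration.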
Active calls of the source: *; ? = inconclusive; · = no result given; & = joins results of further samples; [ ] = another dose, or the depositor's remark. Unless noted, the call rests on the fitted dose curve; in most records, active means well fitted curve in the direction sought with a large enough effect; inconclusive means small, poorly fitted or top-dose-only effect, or another doubt; inactive means no such curve, though single readings can be large; an effect the other way counts as inactive or inconclusive. Compounds as they come, and some 4% of all compounds hit somewhere here.

SMILES	CBFb-RUNX1 inh	Luc counter	SMN2 splice enh	LMNA splice mod	HTT cytoprotect	IMPase Li inh	HTT aggregate
O=C(Nc1nc2ccc(SC(F)F)cc2s1)c1ccc(NS(=O)(=O)c2ccc(F)c(F)c2)cc1	-2%	3%	-4%	?	25%[0.074 µM]	0%	?
COC(=O)[C@H](CCSC)NC(=O)Nc1ccc(OC)c(Cl)c1	14%	-4%	-13%	2%	-8%[0.074 µM]	-7%[38.3 µM]	14%
COc1cccc(C2CC(=O)NC3=C2C(=O)CCC3)c1 (configuration not stated)	3%	-2%	-11%	9%	2%	-6%[38.3 µM]	4%
Cn1c(=O)oc2cc(S(=O)(=O)NCCN3CCc4ccccc4C3)ccc21	4%	0%	8%	-10%	-1%[10 µM]	10%	-9%
Cc1ccc2nc(-c3ccncc3)cc(-c3ccccc3)c2c1	-1%	0%	5%	?	-41%[inhibitor]	33%[activator][38.3 µM]	18%
COc1cc(NC(=O)CN2CC(c3ccccc3)CC2=O)cc(OC)c1 (configuration not stated)	-7%	4%	?	0%	-15%	9%	-20%
CCOCc1nnc(NC(=O)c2c(OC)cccc2OC)s1	7%	7%	-1%	2%	2%	11%[38.3 µM]	18%[9.22 µM]
CC(C)(C)C1CCC(=NNC(=O)CN(c2ccccc2)S(C)(=O)=O)CC1 (configuration not stated)	-4%	-1%	0%	-5%	·	-8%	-8%
CNC(=O)c1ccccc1-c1ccccc1	8%	3%	12%	7%	0%	12%[38.3 µM]	0%
CC(C(=O)NCCC1=CCCCC1)N1C(=O)c2ccccc2C1=O (configuration not stated)	1%	-2%	2%	-11%	-61%[inhibitor][10 µM]	7%[38.3 µM]	5.6µM*
COc1ccc(S(=O)(=O)N(C(=O)C(C)C)c2ccc3oc(=O)sc3c2)cc1	-22%	-1%	9%	?	?	47%[activator][38.3 µM]	?
CCn1ccc(C(=O)Nc2ccc(S(=O)(=O)Nc3ccccc3OC)cc2)n1	4%	5%	-63%[inhibitor]	?	18%	15%[38.3 µM]	5%[9.22 µM]
COc1cccc(-c2nc(-c3ccccc3)nc(N3CCN(C)CC3)c2C#N)c1	-10%	0%	16%	?	·	6%	-13%
COc1ncc2ncc(=O)n(C)c2n1	·	-3%	4%	·	14%	-10%	·
O=C(COC(=O)c1cccs1)Nc1cc(S(=O)(=O)N2CCOCC2)ccc1Cl	-1%	0%	1%	?	23%	7%	7%
O=C1CCCc2oc3c(cc(NS(=O)(=O)c4ccc5c6c(cccc46)C(=O)N5)c4ccccc43)c21	-7%	·	·	·	1%[10 µM]	·	3%[9.22 µM]
COc1ccccc1CC1(C)NC(=O)N(CC(=O)Nc2cc(C)on2)C1=O (configuration not stated)	-11%	2%	-17%	6%	-7%[10 µM]	16%[38.3 µM]	?
CCN(CC)CCN(C(=O)c1ccc(N2C(=O)CCC2=O)cc1)c1nc2cc3c(cc2s1)OCCO3	-5%	-7%	-7%	1%[9.22 µM]	-11%	6%	11%
N/C(=N\OS(=O)(=O)c1ccc2ccccc2c1)c1ccncc1	7%	-1%	-2%	5%	-30%	-1%[38.3 µM]	16%
CCCC(=O)n1nc(-c2cccnc2)nc1NCc1ccc(OC)cc1	3%	2%	-6%&-6%	·	-44%[inhibitor]	-2%	-33%
Cn1c(=O)[nH]c2ccc([N+](=O)[O-])nc21	0%	3%	1%	-1%	·	-12%	-24%
CSC1=NC(C)(C)C=C(/C=C/c2ccc(Cl)cc2)N1	24%	-2%	-103%[inhibitor]	?	-10%[10 µM]	18%	3%
COc1ccc(-c2cc3ccccc3oc2=O)cc1NC(=O)c1ccc([N+](=O)[O-])o1	-3%	-3%	6%	?	-86%[inhibitor]	-8%[38.3 µM]	?
CCCCn1c(-c2csc(C(C)C)c2)n[nH]c1=S	-9%	-8%	-19%	?	·	9%	9%
Cc1ccc2oc(=O)c3cnn(CC(=O)Nc4cc(-c5cccc(F)c5)no4)c3c2c1	4%[2.36 µM]	2%	-3%	-3%	·	-9%	7%
Following part:
SMILES	CBFb-RUNX1 inh	Luc counter	SMN2 splice enh	LMNA splice mod	HTT cytoprotect	IMPase Li inh	HTT aggregate
Cc1c(C(=O)O)oc2c1C(=O)CC(C)(C)C2	4%	2%	·	·	-7%[10 µM]	6%	-11%[9.22 µM]
Cc1ccc(NC(=O)COC(=O)CCC(=O)c2ccc(Cl)cc2)cc1S(=O)(=O)N(C)C	-1%	·	·	-13%	1%[10 µM]	·	?
O=[N+]([O-])C(/C=C(\Cl)[N+](=O)[O-])=C(N1CCCCC1)N1CCCCC1	5%	-1%	-21%	·	22%	1%	-5%
COc1ccc(N2CC(C(=O)NCCCN3CCOCC3)CC2=O)cc1 (configuration not stated)	0%	-4%	-10%	0%	-4%	-8%[38.3 µM]	-9%
O=C(Nc1ccccc1)Nc1ccc2ocnc2c1	-12%	11µM*	?	19%[46 µM]	-32%[10 µM]	-2%	6%
O=c1c2c(-c3ccc([N+](=O)[O-])cc3)csc2nc2n1CCCCC2	4%	0%	-13%	·	-6%[10 µM]	21%	2%[9.22 µM]
O=C(Nc1ccccc1)Nc1ccc(-n2ccc(C(F)(F)F)n2)cc1	9%	·	·	·	6%[10 µM]	·	4%[9.22 µM]
Cc1cc(C)nc(/N=C(\N)Nc2cccc(OCc3ccccc3)c2)n1	1%	·	·	·	-8%[10 µM]	·	8%[9.22 µM]
Cn1c(SCC(N)=O)nnc1C1CCN(S(=O)(=O)c2ccccc2C(F)(F)F)CC1	9%	3%	21%	-10%	4%	3%[38.3 µM]	-1%
CCOCCCNC(=O)c1ccc2c(=O)n(Cc3ccc(OC)cc3)c(=O)[nH]c2c1	2%	-3%	-24%	-3%[46 µM]	-18%	18%	?
CCN(CC)c1ccc(C=N/C(C#N)=C(\N)C#N)cc1	-8%	0%	14%	-1%	-5%	11%[38.3 µM]	-1%
Cc1cccc(-n2ccnc2SCC(=O)Nc2nccs2)c1	-9%	·	·	?	-22%	·	7%
O=C(CNS(=O)(=O)c1ccc2ccccc2c1)OCc1csc(-c2ccccc2)n1	-5%	6%	22%	-11%	3%[1.9 µM]	-2%	-6%
CCn1c(COc2ccc(Cl)cc2)nnc1SCC(=O)Nc1ccc2c(c1)OCCO2	-3%	-5%	-13%	15%	-4%	5%[38.3 µM]	11%
c1ccc(Cn2ncc3ccccc32)cc1	7%	2%	3%	2%	21%	19%[38.3 µM]	-18%
CC(O)C(O)C(O)C(O)C1NCCS1 (configuration not stated)	6%	0%	6%	2%	1%[10 µM]	3%[38.3 µM]	19%[9.22 µM]
COc1ccc(C)cc1N(CC(=O)Nc1ccc2c(c1)OCCO2)S(C)(=O)=O	-6%	2%	1%	16%[9.22 µM]	-64%[inhibitor]	-2%	?
CN(C)C(=N)c1n[nH]nc1SCc1ccc(Cl)c(Cl)c1	-4%	2%	·	·	-12%[10 µM]	1%	-14%[9.22 µM]
Cc1c(NC(=O)CSc2nc3c(cnn3-c3ccccc3)c(=O)[nH]2)c(=O)n(-c2ccccc2)n1C	9%	4%	-6%	-7%	-9%[0.074 µM]	-3%	-8%
CC1=CCC2C(=O)N(c3ccc(S(N)(=O)=O)cc3)C(=O)C2C1 (configuration not stated)	10%	·	·	·	13%[10 µM]	·	-7%[9.22 µM]
CCCOc1ccc(N2C(=O)C3C(C(C)C)NC4(C(=O)c5ccccc5C4=O)C3C2=O)cc1 (configuration not stated)	-11%	-1%	3%	1%	14%	15%[38.3 µM]	9%
COc1cccc(-n2nnc3c(=O)n(Cc4ccc(Cl)cc4)cnc32)c1	2%	0%	-15%	9%	-8%	28%[38.3 µM]	-11%
NC(=S)N/N=C/c1cc([N+](=O)[O-])ccc1OCCOc1ccccc1	-1%	-3%	-3%	0%	3%	11%[38.3 µM]	1%
O=C(Nc1ccc2[nH]ccc2c1)c1ccccc1	2%	·	·	·	-74%[inhibitor][10 µM]	·	13%[9.22 µM]
CNS(=O)(=O)c1cc(OCC(N)=O)c(C)cc1Cl	-7%	1%	17%	-7%	-5%[0.074 µM]	5%[38.3 µM]	0%
More results
SMILES	CBFb-RUNX1 inh	Luc counter	SMN2 splice enh	LMNA splice mod	HTT cytoprotect	IMPase Li inh	HTT aggregate
CC(=O)c1cccc(NC(=O)c2ccco2)c1	-3%	-8%	-2%	?	3%	-5%[38.3 µM]	4%
Cc1cc(C(=O)OCC(=O)N2CCCC2)c2ccccc2n1	-1%	-4%	23%	10%	-11%	1%[38.3 µM]	14%
COc1ccc(-n2c(COc3ccc(C)cc3)nnc2SCC(N)=O)cc1	0%	-5%	3%	2%	-25%	-19%[38.3 µM]	22%
COc1cccc(OC)c1C1=NC(C)(C)CO1	-5%	·	·	·	-7%[10 µM]	·	-14%[9.22 µM]
S=C(Nc1ccc2snnc2c1)N1CCN(c2ccccn2)CC1	-3%	-1%	-14%	-14%	2%	-10%[38.3 µM]	-12%
COc1ccccc1OCC(=O)Nc1ccc2c(c1)C(=O)N(CC1CCCO1)C2=O (configuration not stated)	-1%	2%	0%	-4%[46 µM]	3%[10 µM]	4%	-5%
Cc1cccc(OCC(=O)Nc2ccc(S(=O)(=O)Nc3cc(C)nc(C)n3)cc2)c1	2%	2%	-4%	·	-3%[10 µM]	1%	20%[9.22 µM]
CC(=O)Oc1ccc(C(=O)c2ccccc2)c(OC(C)=O)c1	-2%	3%	12%	·	-30%	6%	-20%
CC(=O)Nc1ccc(S(=O)(=O)NCCOc2ccc(Cl)cc2C)cc1	10%	·	·	·	-16%	·	?
COc1cc(/C=C(/C#N)c2nc3ccccc3[nH]2)ccc1OCc1ccc(C(=O)O)o1	-5%	0%	51%	-8%	-23%	-8%[38.3 µM]	1%
CCCOc1ccc(-c2nnc(-c3ccco3)o2)cc1	1%	?	?	11%	-110%[inhibitor]	2%[38.3 µM]	0%
O=[N+]([O-])c1cc(CN2CCN(c3ccccc3)CC2)c(O)c2ncccc12	·	0%	-100%[inhibitor]	?	-142%[inhibitor]	-4%	?
[O-]/C(=C(\C(=S)Nc1cccc2ccccc12)[n+]1ccccc1)c1ccc(Cl)s1	-7%	-3%	-32%[inhibitor]	-23%	-20%[10 µM]	-3%	5%
